HSF1 inhib – HSF1 inhibition | activity change, negative = inhibition, % at 7.5 µM (by protocol) | 0.77% of 300,000 active | NIH3T3-HGL HSE-luciferase, MG132-induced, luminescence 8 h; stronger effect = lower value | AID 2098;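 active = more than half of replicate wells show activity change below -50%, luminescence cut by over half; inconclusive = some wells, but at most half, below -50%; inactive = no replicate well below -50%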;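 note: luciferase reports HSF-1 transcriptional activity via heat shock element; 0% = median of DMSO wells and -100% = zero luminescence signal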
Dyrk1A ADPGlo – Dyrk1A (rat) kinase inhibition | Q63470 | ADP-Glo luminescence, NFATc1 peptide | inhibition, % at 12.5 µM | 0.43% of 310,000 active; in the data active = inhibition above about 50%;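 note: plate controls were vehicle with enzyme for no effect and no enzyme for full effect; many of its hits are not listed in these tables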
GSK3 alpha inh – blocks human GSK-3 alpha kinase | P49840 | ADP-Glo luminescence, 60 min | inhibition, % at 10 µM | 0.1% of 320,000 active;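 in the data active = inhibition above about 50%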;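 note: GST-tagged GSK-3 alpha with peptide substrate and 25 µM ATP; 0% = DMSO neutral wells and 100% = GW8510 positive control wells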
Target sequence (P49840 whole entry, looked up): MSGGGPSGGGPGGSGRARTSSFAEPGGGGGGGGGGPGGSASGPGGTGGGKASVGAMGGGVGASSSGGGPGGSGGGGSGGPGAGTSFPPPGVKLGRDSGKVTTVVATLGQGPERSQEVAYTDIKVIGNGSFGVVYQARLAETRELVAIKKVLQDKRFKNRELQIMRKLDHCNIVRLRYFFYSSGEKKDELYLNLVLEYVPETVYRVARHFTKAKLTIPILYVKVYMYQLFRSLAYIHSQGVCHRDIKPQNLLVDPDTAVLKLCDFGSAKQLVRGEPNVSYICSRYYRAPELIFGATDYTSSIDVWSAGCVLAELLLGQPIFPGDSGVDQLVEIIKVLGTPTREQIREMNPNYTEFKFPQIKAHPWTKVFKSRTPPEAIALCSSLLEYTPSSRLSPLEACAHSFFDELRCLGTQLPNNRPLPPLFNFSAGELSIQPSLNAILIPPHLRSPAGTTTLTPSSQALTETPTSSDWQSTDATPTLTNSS
HDAC3 inh – inhibitors of human histone deacetylase 3; O15379; recombinant HDAC3, fluorogenic peptide/trypsin coupled, fluorescence; inhibition, % at 8.3 µM; 0.15% of 320,000 active; in the data active = inhibition above about 26%, passing the limit was not always enough; inconclusive = no clear call, values can overlap the other calls
Target sequence (O15379 whole entry, looked up): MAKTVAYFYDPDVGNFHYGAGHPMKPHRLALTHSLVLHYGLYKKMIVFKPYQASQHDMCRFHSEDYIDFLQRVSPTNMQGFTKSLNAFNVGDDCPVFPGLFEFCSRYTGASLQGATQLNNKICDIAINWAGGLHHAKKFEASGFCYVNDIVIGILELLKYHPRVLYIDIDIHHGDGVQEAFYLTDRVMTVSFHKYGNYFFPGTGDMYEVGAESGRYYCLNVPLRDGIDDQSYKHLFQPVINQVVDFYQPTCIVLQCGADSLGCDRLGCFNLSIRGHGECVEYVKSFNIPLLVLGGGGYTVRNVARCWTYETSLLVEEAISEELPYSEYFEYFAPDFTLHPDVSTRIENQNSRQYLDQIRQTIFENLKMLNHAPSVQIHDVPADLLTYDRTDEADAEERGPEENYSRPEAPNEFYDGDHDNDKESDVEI
PolyA inh – inhibitors of polyadenylation in S. cerevisiae; S. cerevisiae SKY197-pL101 polyadenylation reporter, beta-gal luminescence; efflux-impaired pdr1/pdr3 knockout yeast; score 100 = 6 SD above DMSO; calls only at 12 µM; 0.02% of 300,000 active; AID 1875;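 active = lowest replicate activity score at least 50, where 100 means six control SD above control mean; inconclusive = lowest score under 50 but half or more replicates reach 50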;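 note: yeast exposed to compound for 9 h at 30 °C; higher score means more reporter readthrough which indicates perturbed polyadenylation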
GSK3beta inhib – human GSK3beta kinase inhibition. GST-GSK3beta kinase, ADP-Glo luminescence, 60 min; stronger effect = lower value. activity score (negative = inhibition), % at 10 µM. 0.038% of 300,000 active. AID 2097;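 active = more than half of replicate wells score below -50%, meaning over 50% inhibition versus plate controls; inconclusive = some replicates but at most half score below -50%; inactive = no replicate scores below -50%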;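 note: 0% = median DMSO wells and -100% = median GW8510 positive control wells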
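Assay system: GST-tagged human GSK3beta kinase, cell-free; Input: 1.6 ng GSK3beta; Medium: Tris/MgCl2 kinase buffer; Timing: 60 min enzyme reaction, room temperature; Signal: ADP-Glo luminescence quantifying ADP generated by kinase; Evaluation: score relative to plate controls; Benchmarks: DMSO neutral wells and GW8510 at 20 µM as positive.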
Platelet DG rel – platelet dense granule release activity | AID 1663 | human platelet-rich plasma, SFLLRN dense granule ATP release, luminescence | 0.22% of 300,000 active | inhibition, %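 (compounds screened at 7.5 µM in platelet-rich plasma)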;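 active = mean replicate score, as percent of positive control, at or above 50; inconclusive = mean below 50 but at least one replicate at or above 50; inactive = mean and every replicate below 50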
HSF1 activator – increases HSF-1 driven luciferase reporter signal. NIH3T3-HGL HSF-1 luciferase reporter, MG132, 8 h; 100% = twice DMSO control signal. activation, % at 9 µM. 1.7% of 300,000 active;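 active = mean replicate activation of at least 50% with a set share of replicates each reaching 50%; inconclusive = only one of those two conditions met; inactive = mean below 50% and too few replicates reaching it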;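 note: 0% = median of the neutral control wells and 100% = twice that signal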
HSP90 inh – blocks HSP90-mediated luciferase refolding in reticulocyte lysate; Rabbit reticulocyte lysate, luciferase refolding luminescence, 3 h; inhibition, % at 5.6 µM; 0.91% of 290,000 active; AID 1789;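 active = inhibition above the screen-wide mean plus 3 SD, computed separately per campaign, cut at about 16% in these data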;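 note: 0% = DMSO wells and 100% = 60 µM geldanamycin wells; inhibitors lower the luminescence because luciferase stays unfolded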
AI-2 QS mod – modulators of Vibrio harveyi AI-2 quorum sensing system. AID 2094. activity change, % at 7.5 µM. 0.4% of 300,000 active. Vibrio harveyi JMH597 AI-2 luminescence/OD600 ratio, 9 h; stronger effect = lower value; strain lacks LuxN and CqsS sensors; 0 = neutral-control median; in the data active = activity change below about -75%, passing the limit was not always enough; inconclusive = no clear call, values can overlap the other calls;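 note: luminescence divided by OD600 gain over 9 h not by final OD600 alone; inactives centre near 13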
Active calls of the source: *; i = inactive; ? = inconclusive; . = not tested or not shown.

nr	HSF1 inhib	Dyrk1A ADPGlo	GSK3 alpha inh	HDAC3 inh	PolyA inh	GSK3beta inhib	Platelet DG rel	HSF1 activator	HSP90 inh	AI-2 QS mod	canonical_smiles
1	-8	5	-2	1	i	2	-4	0	1	9	O=C1CCC2CCCCC2(O)O1 (centres undefined)
2	-8	1	-3	4	i	1	-2	-4	1	27	Cc1cc(=O)oc(C)c1C(=O)OCC(=O)c1ccccc1
3	.	.	-4	-5	.	0	.	.	0	22	COc1ccc(C(C)=O)cc1COC(=O)c1cc(C)oc1C
4	1	-5	1	-11	i	0	2	-14	4	41	C/C(=N\NC(=O)c1cccc(S(=O)(=O)Nc2ccccc2Cl)c1)c1ccco1
5	-2	0	2	-4	i	0	5	-6	2	16	CCNCc1cc2cc(C)ccc2[nH]c1=O
6	-5	2	-4	2	i	0	4	-21	0	27	CCc1ccc(OCC(=O)NNC(=O)CSc2ncnc3sc(C)c(C)c23)cc1
7	-14	3	-1	-6	i	0	2	-4	-2	22	CCOc1ccc(NC(=O)NC(=O)N(C)S(=O)(=O)c2ccc(C)cc2)cc1
8	5	7	2	2	i	-3	8	7	-2	-19	O=[N+]([O-])c1cccnc1SCc1ccccc1
9	1	.	3	3	i	1	-1	2	-3	5	COc1cc(CN2CCCC(C(=O)c3ccc(SC)cc3)C2)cc(Cl)c1O (centres undefined)
10	-1	6	1	1	i	-1	-5	-9	5	-6	Cc1ccc(S(=O)(=O)N2CCCOC2CNC(=O)C(=O)NCc2ccccc2C)cc1 (centres undefined)
11	1	-3	-2	-1	i	1	6	-1	7	9	CCn1c(C)cc(/C=C2\NC(=O)N(Cc3ccccc3)C2=O)c1C
12	-7	0	-3	-5	i	0	7	39	3	-3	O=C(COC(=O)CN1C(=O)c2ccccc2C1=O)Nc1ccc(S(=O)(=O)N2CCCC2)cc1
13	-3	5	-6	0	i	1	-1	4	2	-3	Cc1ccc(S(=O)(=O)c2nc(NN(C)C)sc2Cl)cc1
14	0	8	-1	-3	i	2	-9	33	-2	15	COc1ccc(N(C(=O)CCl)C(C)(C(=O)Nc2c(C)cccc2C)c2ccccn2)cc1 (centres undefined)
15	13	-1	7	6	i	-5	-3	11	1	17	CCc1nnc(NC(=O)CSc2nnc(-c3ccccc3NC(=O)c3ccccc3)o2)s1
16	-2	5	-1	7	i	-1	-4	-10	5	4	O=C(Nc1cccc(C(=O)N2CCCCC2)c1)c1ccc(Cl)cc1
17	7	-4	3	0	i	1	-4	3	3	16	Cc1nc2ncnn2c(C)c1CCC(=O)NCCC1=CCCCC1
18	14	-5	-4	6	i	2	?	35	0	19	COc1ccc(C(=O)C(CCC(CNC(C)(C)C)C(=O)c2ccc(OC)cc2)CNC(C)(C)C)cc1 (centres undefined)
19	5	2	-1	4	i	-3	2	7	-4	-5	Nc1nnnn1/N=C/C=C/c1ccccc1
20	-6	3	-1	19	i	1	2	10	-2	9	COC(=O)C(C(=O)OC)=C(/C=C/N(C)C)N(C)C
21	7	0	7	1	i	.	-4	8	-3	.	Cc1ccc(OCC(=O)Nc2ccncc2)c(C)c1
22	-63*	0	0	-6	i	-2	-1	-69	-4	3	COc1cccc2cc(C(=O)NCc3ccco3)c(=Nc3ccc(C(=O)O)cc3)oc12
23	-6	1	0	-1	i	1	1	7	-1	12	O=C(OCC(O)COC(=O)c1cccnc1)c1cccnc1
24	-7	-6	-2	11	i	3	-2	-8	2	1	O=C(CNCc1ccccc1)NCCCN1CCCC1=O
25	4	1	5	1	i	-2	-2	10	4	8	Cc1cc(/C=C2/NC(=O)NC2=O)c(C)n1-c1ccccn1
26	-3	-6	-1	-3	i	1	-1	4	.	10	CCOC(=O)c1ccc(NC(=O)CSc2nc(=O)n3cccc(C)c3n2)cc1
27	1	9	1	-6	i	2	2	16	.	11	CCCNC(=O)C1(CC2CC(c3ccccc3)=NO2)CCN(C(=O)Cc2ccc(F)cc2)CC1 (centres undefined)
28	0	-1	-3	-15	i	-3	3	2	-2	4	COc1ccc(Br)cc1CNC(=O)C1CCCN(c2nc3ccccc3o2)C1 (centres undefined)
29	-1	.	-13	1	i	-2	3	0	2	52	COc1ccccc1OCCCC(=O)NCc1ccco1
30	1	-3	0	-1	i	-2	0	8	0	6	O=C(Nc1ccc(F)cc1F)C1CCCN(c2ncnc3c2nc2n3CCCCC2)C1 (centres undefined)

Single entries from the entries so far.
Value for entry 22 under Dyrk1A ADPGlo: 0
Value for entry 18 under GSK3beta inhib: 2

More entries:
nr	HSF1 inhib	Dyrk1A ADPGlo	GSK3 alpha inh	HDAC3 inh	PolyA inh	GSK3beta inhib	Platelet DG rel	HSF1 activator	HSP90 inh	AI-2 QS mod	canonical_smiles
31	2	0	-1	2	i	4	-4	1	-1	-9	CCc1cccc(N(C(=O)c2csnn2)C(C(=O)NC2CCCCC2)c2ccncc2)c1 (centres undefined)
32	-7	1	-2	0	i	1	-4	8	2	-4	Cc1ccc(S(=O)(=O)N[C@@H](Cc2ccccc2)C(=O)N2CCC(C(=O)N[C@@H](CCC(N)=O)C(=O)O)CC2)cc1
33	-4	-6	0	2	i	1	4	-2	4	5	Cc1ccc(NC(=O)c2ccsc2)cc1NS(C)(=O)=O
34	1	0	9	-3	i	-5	6	2	2	-3	CN(C)c1nc(C(=O)OCCO)nc(N(C)C)n1
35	-5	7	-1	-6	i	1	-3	18	2	15	COCCn1cc(C(=O)NCCN(C)C)c2c3ccccc3n(C)c2c1=O
36	3	5	-3	-9	i	-18	-2	7	1	25	COc1ccc(OCC(=O)Nc2nnc(C)s2)cc1
37	-13	-4	.	.	i	1	-5	4	-1	77	COc1ccc2[nH]c3c(NCCC4=CCCCC4)ncnc3c2c1
38	0	-2	1	6	i	-2	-2	18	0	11	CC(C)(C)NC(=O)C(c1ccncc1)N(Cc1cccs1)C(=O)Cn1nnc(-c2ccc(F)cc2)n1 (centres undefined)
39	5	.	-5	-5	i	2	-1	-4	-4	40	O=C(NNS(=O)(=O)c1ccc(Cl)cc1)c1cccs1
40	-1	4	-2	3	i	3	1	-4	5	12	COc1ccc(Nc2nc3ccccc3nc2-n2nc(C)cc2C)cc1
41	6	11	-2	-3	i	-3	-6	-9	1	4	Cc1c(C(=O)NN)sc(=S)n1C
42	-19	2	-2	-1	i	0	-1	-38	0	25	CC(C)CNC(=O)C1CCN(S(=O)(=O)c2ccc(-n3cnnn3)cc2)CC1
43	0	2	-2	-2	i	7	-3	7	-5	10	Clc1ccc(Cl)c(OCCCCN2CCCCC2)c1
44	-6	-2	1	-8	i	-1	-13	16	3	1	COc1nc(N)nc(CC(=O)C2CC2)n1
45	.	-8	3	0	.	.	.	.	49*	.	CN(C)c1ccc(/C=C(\Cl)c2nc3ccccc3s2)cc1
46	29	5	4	.	i	-5	11	29	5	3	CCOC(=O)Cc1csc(NC(=O)/C=C/c2ccc(Br)o2)n1
47	-5	2	-2	3	i	2	-9	5	2	-4	COCCNC(=O)CN(C(=O)CCC(=O)Nc1ccccn1)c1ccc(C)cc1
48	-1	-3	-1	7	i	2	-3	10	3	12	O=C(NC(Cc1c[nH]c2ccccc12)C(=O)OCC(=O)c1cccc2ccccc12)c1cccs1 (centres undefined)
49	5	.	2	2	i	3	0	0	2	13	Cc1ccc(-c2cc(C(=O)N3CCN(C(=O)c4ccco4)CC3)[nH]n2)c(C)c1
50	0	-2	-2	6	i	0	4	-4	2	39	O=C(COC(=O)[C@H](Cc1ccccc1)NC(=O)c1ccco1)NCc1ccccc1
51	3	-2	0	-3	i	-1	-13	30	.	18	O=C(NCCCN1CCOCC1)c1cc(-c2ccc(Cl)s2)nc2ccccc12
52	-5	.	0	3	i	-3	4	-1	9	1	Clc1ccccc1N=C1SCCS1
53	2	12	-1	-1	i	2	-1	4	4	18	Cc1ccccc1NC(=O)C1CCCN(S(=O)(=O)c2cnc[nH]2)C1 (centres undefined)
54	-3	-1	-6	0	i	-1	-2	0	1	26	COc1ccccc1C(=O)N/C(=C/c1ccc(Br)cc1)C(=O)NCC(=O)O

Another view of some results above.
Results follow in this order: HSF1 inhib, Dyrk1A ADPGlo, GSK3 alpha inh, HDAC3 inh, PolyA inh, GSK3beta inhib, Platelet DG rel, HSF1 activator, HSP90 inh, AI-2 QS mod
(34) CN(C)c1nc(C(=O)OCCO)nc(N(C)C)n1
→ 1, 0, 9, -3, i, -5, 6, 2, 2, -3
(35) COCCn1cc(C(=O)NCCN(C)C)c2c3ccccc3n(C)c2c1=O
→ -5, 7, -1, -6, i, 1, -3, 18, 2, 15
(36) COc1ccc(OCC(=O)Nc2nnc(C)s2)cc1
→ 3, 5, -3, -9, i, -18, -2, 7, 1, 25
(37) COc1ccc2[nH]c3c(NCCC4=CCCCC4)ncnc3c2c1
→ -13, -4, ., ., i, 1, -5, 4, -1, 77
(38) CC(C)(C)NC(=O)C(c1ccncc1)N(Cc1cccs1)C(=O)Cn1nnc(-c2ccc(F)cc2)n1 (centres undefined)
→ 0, -2, 1, 6, i, -2, -2, 18, 0, 11
(39) O=C(NNS(=O)(=O)c1ccc(Cl)cc1)c1cccs1
→ 5, ., -5, -5, i, 2, -1, -4, -4, 40
(40) COc1ccc(Nc2nc3ccccc3nc2-n2nc(C)cc2C)cc1
→ -1, 4, -2, 3, i, 3, 1, -4, 5, 12
(41) Cc1c(C(=O)NN)sc(=S)n1C
→ 6, 11, -2, -3, i, -3, -6, -9, 1, 4
(42) CC(C)CNC(=O)C1CCN(S(=O)(=O)c2ccc(-n3cnnn3)cc2)CC1
→ -19, 2, -2, -1, i, 0, -1, -38, 0, 25
(43) Clc1ccc(Cl)c(OCCCCN2CCCCC2)c1
→ 0, 2, -2, -2, i, 7, -3, 7, -5, 10
(44) COc1nc(N)nc(CC(=O)C2CC2)n1
→ -6, -2, 1, -8, i, -1, -13, 16, 3, 1
(45) CN(C)c1ccc(/C=C(\Cl)c2nc3ccccc3s2)cc1
→ ., -8, 3, 0, ., ., ., ., 49*, .
(46) CCOC(=O)Cc1csc(NC(=O)/C=C/c2ccc(Br)o2)n1
→ 29, 5, 4, ., i, -5, 11, 29, 5, 3
(47) COCCNC(=O)CN(C(=O)CCC(=O)Nc1ccccn1)c1ccc(C)cc1
→ -5, 2, -2, 3, i, 2, -9, 5, 2, -4
(48) O=C(NC(Cc1c[nH]c2ccccc12)C(=O)OCC(=O)c1cccc2ccccc12)c1cccs1 (centres undefined)
→ -1, -3, -1, 7, i, 2, -3, 10, 3, 12
(49) Cc1ccc(-c2cc(C(=O)N3CCN(C(=O)c4ccco4)CC3)[nH]n2)c(C)c1
→ 5, ., 2, 2, i, 3, 0, 0, 2, 13
(50) O=C(COC(=O)[C@H](Cc1ccccc1)NC(=O)c1ccco1)NCc1ccccc1
→ 0, -2, -2, 6, i, 0, 4, -4, 2, 39
(51) O=C(NCCCN1CCOCC1)c1cc(-c2ccc(Cl)s2)nc2ccccc12
→ 3, -2, 0, -3, i, -1, -13, 30, ., 18

Source: PubChem

This is a subset; count on the stated rates, not on these rows.
